ERK EGF block – EGF-driven ERK pathway inhibition; Potency, µM (titrated, usually from 11.5 µM), inactives show at the top dose activity change, negative = inhibition, usual class: inhibitors; HEK293-V1b, EGF-stimulated phospho-ERK AlphaScreen; 130,000 compounds, 0.41% hits; active = well fitted inhibition curve with a large enough effect; inconclusive = small, poorly fitted or top-dose-only effect, or effect the other way;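 also: plate controls were stimulated vehicle wells for no effect and unstimulated vehicle basal for full effect; nearly all actives have a fitted effect of over 55% in size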
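After overnight plating in 1% FBS, HEK293-V1b cells received test compound for half an hour, then a 5 min pulse of EGF (25 nM); ERK phosphorylation in lysates was read by bead-based AlphaScreen.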
An asterisk follows results filed as active; ? = inconclusive; & = joins results of further samples; ! = not confirmed by another sample; [ ] = dose if it differs, or a comment. Potency is read from the fitted curve at half-maximal effect.

A first look (three entries):
SMILES	ERK EGF block
CCC1(O)CC2CN(CCc3c([nH]c4ccccc34)[C@@](C(=O)OC)(c3cc4c(cc3OC)N(C)C3[C@]45CCN4CC=C[C@@](CC)([C@@H](OC(C)=O)[C@]3(O)C(=O)OC)[C@H]45)C2)C1 (some centres not stated)	15%
CN(C(=O)c1c(O)c2ccccc2n(C)c1=O)c1ccccc1	-14%
CC12CCC3C(=CCc4cc(O)ccc43)C1CCC2=O (configuration not stated)	1%

The whole of this part, repeating the preview:
SMILES	ERK EGF block
CCC1(O)CC2CN(CCc3c([nH]c4ccccc34)[C@@](C(=O)OC)(c3cc4c(cc3OC)N(C)C3[C@]45CCN4CC=C[C@@](CC)([C@@H](OC(C)=O)[C@]3(O)C(=O)OC)[C@H]45)C2)C1 (some centres not stated)	15%
CN(C(=O)c1c(O)c2ccccc2n(C)c1=O)c1ccccc1	-14%
CC12CCC3C(=CCc4cc(O)ccc43)C1CCC2=O (configuration not stated)	1%
CCn1cc(C(=O)O)c(=O)c2cc(F)c(N3CCNC(C)C3)c(F)c21 (configuration not stated)	14%&15%
COc1cc(C2Oc3cc(C4Oc5cc(O)cc(O)c5C(=O)C4O)ccc3OC2CO)ccc1O (configuration not stated)	1%&19%
CCCCCCCCCCCCCCC[C@@H](O)[C@@H](N)CO	-8%&-10%
CCCCN(CCCC)CCCOC(=O)c1ccc(N)cc1	-12%
CC1=C(C(=O)O)N2C(=O)[C@@H](NC(=O)[C@@H](N)c3ccc(O)cc3)[C@@H]2SC1	12%[25.7 µM]
O=C1c2c(O)ccc(O)c2C(=O)c2c(NCCNCCO)ccc(NCCNCCO)c21	20µM*!
COc1cc2nc(N3CCN(C(=O)[C@@H]4COc5ccccc5O4)CC3)nc(N)c2cc1OC	4%[25.7 µM]
COc1cc(N)c(Cl)cc1C(=O)N[C@H]1CCN(CCCOc2ccc(F)cc2)C[C@H]1OC	-8%[25.7 µM]
Cc1cc(=O)oc2cc(O)ccc12	1%[25.7 µM]
Cn1ccc2cc3c(cc21)CCN3C(=O)Nc1cccnc1	3%&-8%
CC1(C)O[C@@H]2C[C@H]3[C@@H]4C[C@H](F)C5=CC(=O)C=C[C@]5(C)[C@@]4(F)[C@@H](O)C[C@]3(C)[C@]2(C(=O)CO)O1	?
CCCCOc1cc(C(=O)OCCN(CC)CC)ccc1N	8%[25.7 µM]
Cc1c(C)n(Cc2ccccc2)c2ccc(C(=O)OCCN(C)C)cc12	-2%
CCc1ccccc1OC[C@@H](O)CN[C@H]1CCCc2ccccc21	-6%
CN(C)CCCSc1ccccc1NC(=O)/C=C/c1ccccc1	-11%[57.5 µM]
CC(C)(C)NCC(O)COc1cccc2c1CC(O)C(O)C2 (configuration not stated)	1%
CC(C)(CO)[C@H](O)C(=O)NCCCO	-9%[25.7 µM]
CC[C@@]12CCCN3CCc4c(n(c5ccccc45)[C@](O)(C(=O)OC)C1)[C@H]32	2%
Nc1ncnc2c1c(-c1ccc(Oc3ccccc3)cc1)cn2C1CCCC1	?
COc1cc(N)c(Cl)cc1C(=O)N[C@@H]1CCN(CCCOc2ccc(F)cc2)C[C@@H]1OC	3%[57.5 µM]
CN(C)C/C=C(\c1ccc(Br)cc1)c1cccnc1	9%

Copied from the results shown (six entries):
SMILES	ERK EGF block
Cn1ccc2cc3c(cc21)CCN3C(=O)Nc1cccnc1	3%&-8%
CC1(C)O[C@@H]2C[C@H]3[C@@H]4C[C@H](F)C5=CC(=O)C=C[C@]5(C)[C@@]4(F)[C@@H](O)C[C@]3(C)[C@]2(C(=O)CO)O1	?
CCCCOc1cc(C(=O)OCCN(CC)CC)ccc1N	8%[25.7 µM]
Cc1c(C)n(Cc2ccccc2)c2ccc(C(=O)OCCN(C)C)cc12	-2%
CCc1ccccc1OC[C@@H](O)CN[C@H]1CCCc2ccccc21	-6%
CN(C)CCCSc1ccccc1NC(=O)/C=C/c1ccccc1	-11%[57.5 µM]

(next part)
SMILES	ERK EGF block
C/C(=N\NC(=S)NCc1ccccc1)C1CCCCC1	-1%
CCc1cccc(CC)c1NC(=O)CN(CC(=O)O)CC(=O)O	6%[25.7 µM]
CCCCCCCCCCCCCCCC(O)C(N)CO (configuration not stated)	-17%
Nc1c2ccccc2nc2ccccc12	10%
O=C(c1ccccn1)N(Cc1cccs1)C1(C(=O)NC2CCCCC2)CCCCC1	-3%
COc1ccc(-c2cc(C(F)F)nn2-c2ccc(S(N)(=O)=O)cc2)cc1F	17%
O=C(O)c1cc(=O)c2ccccc2o1	9%
C[C@@H]1c2cccc(O)c2C(O)=C2C(=O)[C@@]3(O)C(O)=C(C(N)=O)C(=O)[C@@H](N(C)C)[C@@H]3[C@@H](O)[C@@H]21	-3%[25.7 µM]
COc1cc(C=O)ccc1O	-10%
CC(C)NNC(=O)c1ccncc1	-5%
O=C(O)Cc1cn(-c2ccccc2)nc1-c1ccc(Cl)cc1	1%
CCCOc1ccc(C(=O)OCCN(CC)CC)cc1N	13%[25.7 µM]
COc1ccc(-c2oc3c(CC=C(C)C)c(O[C@@H]4O[C@H](CO)[C@@H](O)[C@H](O)[C@H]4O)cc(O)c3c(=O)c2O[C@@H]2O[C@@H](C)[C@H](O)[C@@H](O)[C@H]2O)cc1	-1%[57.5 µM]
CN[C@@H]1[C@H](O)[C@H](NC)[C@H]2O[C@@]3(O)C(=O)C[C@@H](C)O[C@H]3O[C@@H]2[C@H]1O	-11%&-14%
CCN(CC)CCOc1ccc(Cc2ccccc2)cc1	11%
C=C[C@H]1CN2CC[C@@H]1C[C@H]2[C@@H](O)c1ccnc2ccc(OC)cc12	14%[25.7 µM]
CC(Cc1cccc(C(F)(F)F)c1)NCCOC(=O)c1ccccc1 (configuration not stated)	13%
Cc1cc(Cn2cnc3c2C[C@@H](C(=O)O)N(C(=O)C(c2ccccc2)c2ccccc2)C3)ccc1N(C)C	2%
CCCC(=O)O[C@]1(C(=O)CCl)[C@@H](C)C[C@H]2[C@@H]3CCC4=CC(=O)C=C[C@]4(C)[C@@]3(F)C(=O)C[C@@]21C	-11%[57.5 µM]
Cc1ccccc1OCC(O)CO (configuration not stated)	10%
COc1ccc(C(=O)c2ccccc2)c(O)c1	11%
O=C1NC(=S)S/C1=C\C=C\c1ccc([N+](=O)[O-])o1	?
CCN(CC)CC1CCCCN1CC(=O)N1c2ccccc2C(=O)Nc2cccnc21 (configuration not stated)	?
N=c1nc(N2CCCCC2)cc(N)n1O	-12%[57.5 µM]

Arranged by number of heavy atoms (largest number first): some entries from above.
SMILES	ERK EGF block
COc1ccc(-c2oc3c(CC=C(C)C)c(O[C@@H]4O[C@H](CO)[C@@H](O)[C@H](O)[C@H]4O)cc(O)c3c(=O)c2O[C@@H]2O[C@@H](C)[C@H](O)[C@@H](O)[C@H]2O)cc1	-1%[57.5 µM]
Cc1cc(Cn2cnc3c2C[C@@H](C(=O)O)N(C(=O)C(c2ccccc2)c2ccccc2)C3)ccc1N(C)C	2%
CCCC(=O)O[C@]1(C(=O)CCl)[C@@H](C)C[C@H]2[C@@H]3CCC4=CC(=O)C=C[C@]4(C)[C@@]3(F)C(=O)C[C@@]21C	-11%[57.5 µM]
CCN(CC)CC1CCCCN1CC(=O)N1c2ccccc2C(=O)Nc2cccnc21 (configuration not stated)	?

Continuation.
SMILES	ERK EGF block
Cc1onc(-c2ccccc2Cl)c1C(=O)N[C@H]1C(=O)N2[C@H]1SC(C)(C)[C@H]2C(=O)O	11%[25.7 µM]
Cc1scc2c1N(C(=O)CN1CCN(C)CC1)c1ccccc1NC2=O	0%
CCCOc1ccc2nc(NC(=O)OC)[nH]c2c1	-23%&1%
CC1CCC2(C(=O)O)CCC3(C)C(=CCC4C3(C)CCC3[C@@]4(C)CC(O)C(O)[C@@]3(C)CO)C2C1C (some centres not stated)	23%

Screens from PubChem.

The list is partial (hit frequency here may not be typical).
